Bioassay records as filed in PubChem.
XIAP displacement – XIAP antagonists, biochemical, IAP family, fluorescence polarization (AID 1018); E3 ubiquitin-protein ligase XIAP (Homo sapiens); XIAP BIR domain, fluorescence polarization peptide displacement; higher % means a stronger effect; one-dose displacement, % at 20 µM; IC50 in µM for titrated hits; actives 0.007% (n = 200,000); in the data active = displacement above about 50%; also: a part of the inactive calls stands beside numbers as strong as those of hits
P. falciparum M1AAP – P. falciparum M1AAP inhibitors, biochemical, fluorogenic H-Leu-NHMec substrate, 1536-well (AID 1445) | actives 0.42% (n = 220,000) | inhibition, % at 30 µM, or IC50 in µM where a hit was titrated | recombinant M1AAP, H-Leu-NHMec fluorogenic kinetic assay; higher % means a stronger effect | Aminopeptidase N (Plasmodium falciparum (isolate 3D7));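 active = primary inhibition above the hit cutoff, then over 50% inhibition at one or more dose response concentrations, cut at about 23% in these data, passing the limit was not always enough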;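 also: plate controls were DMSO full reaction for no effect and no enzyme background for full effect; strong numbers were not always called active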
WT yeast gro inh – growth inhibition of WT strain, primary screen, mitochondrial fusion inhibitor project, WT and mutant strains, chemical genetic. mitochondrial fusion phenotypic screen. inhibition, % at 10 µM. actives 2.1% (n = 190,000); in the data active = inhibition above about 58%; tested in S. cerevisiae
human PMI inhibitors – human PMI inhibitors, high substrate, primary screen, biochemical, fluorescence intensity, high mannose 6-phosphate (AID 1220). Mannose-6-phosphate isomerase (Homo sapiens). recombinant PMI enzyme, coupled fluorescence intensity; higher % means a stronger effect. one-dose inhibition, % at 20 µM; IC50 in µM for titrated hits. actives 0.66% (n = 190,000)
TNAP activators – human TNAP enzyme activators, primary screen, biochemical, luminescent, no phosphate acceptor, uHTS (AID 1001). Alkaline phosphatase, tissue-nonspecific isozyme (Homo sapiens). purified TNAP, luminescent activation assay, no phosphate acceptor; higher activation fold means a stronger effect. one-dose activation fold at 20 µM; EC50 in µM for titrated hits. actives 0.03% (n = 200,000); in the data active = activation fold from about 3, or a potency from the dose series; inactive = the rest, 99 in 100 with activation fold below about 1.6; also: many of its hits are not listed in these tables
Yfh1-off respiration – enhancers of respiration in Yfh1-depleted yeast, dose response, Friedreich's ataxia, plus single-dose screen (AID 1465). S. cerevisiae Yfh1-off respiration, WST-1 reduction, 72 h; higher fold induction means a stronger effect. one-dose fold induction at 50 µM; EC50 in µM for titrated hits. actives 0.074% (n = 220,000);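 active = fold induction of absorbance versus untreated yeast above a set limit, then at least 30% activation at any dose in follow-up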;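 also: activators that raise dye reduction in frataxin-depleted yeast; strong numbers were not always called active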
PMI inhibitors – inhibitors of human PMI, primary screen, biochemical, fluorescence intensity, coupled assay (AID 1209) | purified PMI enzyme, coupled fluorescence intensity; higher % means a stronger effect | inhibition, % at 20 µM, or IC50 in µM where a hit was titrated | actives 0.42% (n = 190,000);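 also: plate controls were DMSO vehicle for no effect and wells lacking substrate for full effect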
M17LAP inhibition – P. falciparum M17LAP inhibitors, primary screen, biochemical, fluorogenic H-Leu-NHMec substrate, 1536-well (AID 1619) | recombinant M17LAP, H-Leu-NHMec fluorogenic kinetic assay; higher % means a stronger effect | inhibition, % at 30 µM; hits with a dose series show IC50 in µM | Leucine aminopeptidase (Plasmodium falciparum (isolate 3D7)) | actives 0.38% (n = 220,000);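 active = compound inhibiting the enzyme by more than half at any dose during confirmatory dose-response retesting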;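 also: plate controls were full reaction with DMSO carrier for no effect and no enzyme background for full effect; strong numbers were not always called active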
LYP phosphatase – inhibitors of LYP phosphatase, biochemical, fluorescence intensity, uHTS (AID 1779). Tyrosine-protein phosphatase non-receptor type 22 (Homo sapiens). recombinant LYP phosphatase, fluorescence intensity; higher % means a stronger effect. inhibition, % at 11.5 µM, or IC50 in µM where a hit was titrated. actives 0.054% (n = 290,000);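 also: plate controls were vehicle with enzyme for no effect and no enzyme for full effect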
WT yeast gro inh mutant strain – recorded beside WT yeast gro inh, whose call it bears; inhibition, %; mitochondrial fusion phenotypic screen, mutant strain inhibition
* marks the source's active call; other numbers are inactive results; i = inactive; nt = not tested or not shown. Rule as the data show it, unless noted: active = inhibition above about 50%; inactive = the rest.

| structure | XIAP displacement | P. falciparum M1AAP | WT yeast gro inh | WT yeast gro inh mutant strain | human PMI inhibitors | TNAP activators | Yfh1-off respiration | PMI inhibitors | M17LAP inhibition | LYP phosphatase |
| --- | --- | --- | --- | --- | --- | --- | --- | --- | --- | --- |
| CCCCOC(=O)c1ccc(NC(C)=O)cc1 | -0.9% | 7% | -18 | -6 | 0% | 1.1 | i | -5% | 3% | -9% |
| COC(=O)c1nc(-c2ccc(C)cc2)oc1N(C)C | -1.5% | 9% | -3 | 9 | 16% | 1.1 | i | 22% | -15% | -9% |
| O=C(Nc1ccccc1)c1ccc(COc2ccccc2)cc1 | 3.5% | 9% | -9 | 6 | -7% | 1.1 | i | -4% | 5% | -5% |
| CC1=CC(C)(C)NC(=S)N1c1ccccc1C | -6.1% | 0% | 27 | 16 | -9% | 1 | i | -8% | -6% | -10% |
| Cc1ccc(-c2noc(CSc3nnc(Cc4ccccc4)n3-c3ccc(Cl)cc3)n2)cc1 | -4.9% | 1% | 53 | 4 | 17% | 1.2 | i | 21% | 1% | 2% |
| CN(/C(=N/S(=O)(=O)c1ccccc1)c1ccccc1)S(=O)(=O)c1ccccc1 | -6.2% | 0% | 9 | -3 | 3% | 1.1 | i | 11% | -7% | -1% |
| Cc1cccc(-n2ncc3c(NCc4cccnc4)ncnc32)c1 | nt | 1% | 9 | -1 | nt | nt | i | nt | 11% | 2% |
| CCCC(=O)C1=C(O)C(C(=O)OC)C(C)(C)CC1=Nc1ccc(OC)cc1 (stereo not given) | -3.1% | 15% | -3 | -14 | 7% | 1.1 | i | -1% | -11% | 3% |
| CC(=C\c1ccccc1)/C=C1/SC(=O)N(CCCC(=O)Nc2ccc(C(=O)O)cc2)C1=O | -3.2% | 14% | -14 | -7 | -1% | 1 | i | -2% | 53% | -2% |
| COc1ccc(CC(=O)NNC(=O)c2ccoc2C)cc1OC | -0.6% | -3% | 11 | 0 | 0% | 1.1 | i | 1% | -7% | -1% |
| COc1ccc(CC2(CO)CCN(Cc3cnc(-c4ccccc4C)nc3)CC2)cc1 | -3.2% | 5% | -5 | -3 | nt | 1 | i | nt | 1% | 2% |
| CN(Cc1nc(Cc2cccc(F)c2)no1)CC1CCOCC1 | -11% | -1% | -12 | 1 | 11% | 1 | i | 12% | -1% | -5% |
| CN(C)C(CNC(=S)Nc1ccc(Cl)cc1)c1cccnc1 (stereo not given) | -4.2% | 2% | -8 | 1 | -2% | 1.1 | i | -1% | -9% | -2% |
| CCC(NC(=O)C1CCC1)c1ccc(C)cc1 (stereo not given) | -4.0% | -1% | 4 | 2 | 4% | 1 | i | 1% | 6% | -1% |
| CCCn1c(SCC(=O)OCc2ccccc2)nc2c1c(=O)n(C)c(=O)n2C | -4.0% | 2% | -6 | -6 | -2% | 1.1 | i | -6% | -1% | 2% |
| COc1cccc(OC)c1C(=O)Nc1nc2cc3c(cc2s1)OCO3 | nt | -2% | nt | nt | nt | nt | i | nt | 2% | -9% |
| COCCn1c(SCC(=O)c2cccc(OC)c2)nnc1-c1ccco1 | -1.6% | -1% | 20 | 12 | -10% | 1.1 | i | -13% | 9% | -2% |
| CCOC(=O)C1CCCN(C(=O)CCNS(=O)(=O)c2ccc3c(c2)CCC(=O)N3)C1 (stereo not given) | -1.4% | 0% | -12 | -11 | -1% | 1.1 | i | 8% | -11% | 0% |
| O=C(N/N=C\c1ccc(COc2ccc([N+](=O)[O-])cc2)o1)c1ccc(Cl)cc1 | -3.8% | 13% | 18 | -17 | 10% | 1.1 | nt | 15% | -2% | 5% |
| CC(Sc1nnc(-c2ccccc2Br)n1-c1cccc(C(F)(F)F)c1)C(N)=O (stereo not given) | 1.7% | -9% | 6 | 0 | 8% | 1.1 | i | 4% | -4% | 3% |
| CCOC(=O)C1CCN(S(=O)(=O)c2cc(F)ccc2OC)CC1 | -4.3% | 4% | -2 | 3 | -3% | 1.1 | i | 2% | 6% | -1% |
| Cc1oc(-c2ccc(Cl)cc2)nc1CN1CCCC(C(=O)NCc2ccco2)C1 (stereo not given) | -1.3% | 17% | 7 | 17 | 2% | 1.1 | i | 12% | 8% | 0% |
| COCC(=O)NNC(=O)c1ccccc1OC | -0.7% | 0% | -8 | -5 | 6% | 1 | i | 8% | 7% | -8% |
| COCCN(C(=S)Nc1cccc(OC)c1)C1CCN(C(C)C)CC1 | -7.1% | 5% | 9 | 9 | 1% | 1 | i | 10% | -5% | 33% |
| COc1ccc(N=CC2=C(O)CC(c3ccccc3)CC2=O)c(OC)c1 (stereo not given) | -7.6% | 4% | 7 | 31 | 18% | 1 | i | 5% | 1% | 4% |
| COc1ccc(C)cc1-n1c(C)cc(C=O)c1C | 3.0% | 10% | -4 | 2 | 13% | 1.1 | i | 4% | 18% | -2% |
| CCN1CCN(Cc2c(O)ccc3c2O/C(=C\C=C\c2ccccc2OC)C3=O)CC1 | -3.9% | 32% | -3 | 8 | 10% | 0.8 | i | 5% | -9% | 6% |
| COC(=O)CCSCC(=O)Nc1nnc(C)s1 | -0.1% | -1% | 10 | -5 | 8% | 1.1 | i | 10% | 1% | 0% |
| CC(C)(C)c1cc(C(=O)NCc2ccco2)ccn1 | -8.2% | 0% | 25 | 11 | -5% | 1.1 | i | -1% | 6% | 4% |
| O=C(Nc1ccc2c(c1)OCCO2)C1CCCN(c2ncccn2)C1 (stereo not given) | -6.6% | 2% | 31 | 24 | -7% | 1 | i | -15% | 13% | -2% |

Going on with the list.
compound	XIAP displacement	P. falciparum M1AAP	WT yeast gro inh	WT yeast gro inh mutant strain	human PMI inhibitors	TNAP activators	Yfh1-off respiration	PMI inhibitors	M17LAP inhibition	LYP phosphatase
Cc1ccc(Cn2nnc3c(=O)[nH]c(C(=O)NCc4ccco4)nc32)cc1	-4.4%	12%	0	10	6%	1.1	i	-7%	-46%	-6%
COC(=O)C1(S(=O)(=O)c2cccc3nsnc23)CC1	-3.8%	1%	-13	-1	-6%	1	i	-8%	1%	-6%
O=C(O)/C=C/C(=O)N1CCc2ccccc21	2.5%	9%	-10	-8	-3%	1.1	i	-2%	30%	-2%
COc1cc(NC(=O)Nc2ccccc2OC)c(OC)cc1NC(=O)CN1CCCCC1	-6.0%	7%	1	4	15%	1	i	14%	-3%	-6%
O=S(=O)(c1ccccc1)c1ccc(C(F)(F)F)cn1	-5.2%	-3%	4	-8	-4%	1.1	i	0%	-10%	-7%
Cc1ccc(CNC(=O)CSc2ncccn2)cc1	-3.0%	2%	-15	-4	4%	1	i	4%	20%	-5%
O=C(CN1C(=O)COc2ccccc21)NCc1ccc(C(=O)O)cc1	-6.3%	-2%	6	-2	-2%	1.1	i	-6%	14%	-9%
COc1ccc(NS(=O)(=O)c2c(F)cc(F)c(Cl)c2F)cc1S(=O)(=O)N1CCCCC1	-5.4%	6%	-9	5	-18%	1	i	-10%	15%	-9%
Cn1c(=O)c2c(-c3ccccc3)n(C3CCCCC3)cc2n(C)c1=O	-19%	-5%	37	12	8%	1.1	i	2%	-19%	-2%
Cc1ccc(-n2nc(C)c3c(C)c(CCC(=O)Nc4ccc(CN5CCCC5)cc4)c(C)nc32)cc1	nt	9%	nt	nt	nt	nt	i	nt	-22%	-7%
Cc1cccc(N2C(=O)C(Oc3ccc(Cl)cc3Cl)C2C=O)c1C (stereo not given)	-5.7%	18%	75*	18*	3%	1.2	i	13%	-2%	-4%
O=C(c1ccco1)N1CCCC(c2nc(-c3ccc(S(=O)(=O)NCc4ccccc4)cc3)no2)C1 (stereo not given)	-0.1%	11%	3	0	8%	1.1	nt	1%	6%	-2%

The list goes on; the last 5 above are carried over.
compound	XIAP displacement	P. falciparum M1AAP	WT yeast gro inh	WT yeast gro inh mutant strain	human PMI inhibitors	TNAP activators	Yfh1-off respiration	PMI inhibitors	M17LAP inhibition	LYP phosphatase
COc1ccc(NS(=O)(=O)c2c(F)cc(F)c(Cl)c2F)cc1S(=O)(=O)N1CCCCC1	-5.4%	6%	-9	5	-18%	1	i	-10%	15%	-9%
Cn1c(=O)c2c(-c3ccccc3)n(C3CCCCC3)cc2n(C)c1=O	-19%	-5%	37	12	8%	1.1	i	2%	-19%	-2%
Cc1ccc(-n2nc(C)c3c(C)c(CCC(=O)Nc4ccc(CN5CCCC5)cc4)c(C)nc32)cc1	nt	9%	nt	nt	nt	nt	i	nt	-22%	-7%
Cc1cccc(N2C(=O)C(Oc3ccc(Cl)cc3Cl)C2C=O)c1C (stereo not given)	-5.7%	18%	75*	18*	3%	1.2	i	13%	-2%	-4%
O=C(c1ccco1)N1CCCC(c2nc(-c3ccc(S(=O)(=O)NCc4ccccc4)cc3)no2)C1 (stereo not given)	-0.1%	11%	3	0	8%	1.1	nt	1%	6%	-2%
CC12CCC(C(=O)N3CCN(Cc4ccccc4)CC3)(OC1=O)C2(C)C (stereo not given)	-0.7%	4%	-15	-19	-2%	1.2	i	4%	5%	-5%
C[C@H](NC(=O)OC(C)(C)C)c1nnc(SCC(=O)c2ccc(Cl)cc2)o1	-5.9%	3%	-5	15	-9%	1.2	i	-5%	-10%	-2%
CCOc1cccc(/C=N/Nc2ccc(S(=O)(=O)N(CC)CC)cn2)c1O	-2.9%	2%	5	-27	-15%	1	i	-8%	9%	2%
CN(CC(=O)NCCc1ccccc1)S(=O)(=O)c1ccccc1	-0.7%	-19%	6	11	-6%	1.1	i	-8%	-1%	-8%
COc1ccc(N(CC(=O)NCc2ccco2)S(=O)(=O)c2ccc(OC)c(OC)c2)cc1	-2.6%	6%	-11	2	4%	1.1	i	1%	-7%	-3%
CCOC(=O)c1cccnc1SC(CC)C(=O)N1CCOCC1 (stereo not given)	-4.7%	10%	14	24	1%	1	i	-12%	13%	-5%
CC1CCN(Cc2c(O)ccc3c(=O)c(-c4nc5ccccc5s4)c(N)oc23)CC1	-3.3%	3%	27	18	-4%	1.3	i	11%	3%	-6%
C=CCNc1nc2c(c(=O)[nH]c(=O)n2C)n1Cc1cccc(C)c1	-2.9%	-1%	-1	-10	-5%	1.1	i	-6%	-3%	-5%
O=C1CCCc2nn(-c3ccccc3)nc21	-7.8%	3%	10	3	-8%	1	i	-9%	8%	0%
CC(=O)Oc1c2occc2cc2ccc(=O)oc12	-2.7%	5%	7	-1	6%	1	i	19%	-9%	3%
O=C1CSC(c2cccnc2)N1c1ccccc1 (stereo not given)	nt	0%	nt	nt	nt	nt	i	nt	-3%	-8%
O=C(CSc1nnc(-c2ccc(F)cc2)c2ccccc12)Nc1ccccc1	-5.2%	12%	10	4	17%	1	i	23%	3%	0%
